# PRMT1 FP inh: PRMT1 (human) inhibition, primary screen | AID 652257 | recombinant PRMT1, activity-based probe fluorescence polarization | 1.3% of 370,000 active | Q99873 | inhibition, % at 2.79 µM;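 active = inhibition above about 21% made by adding two undisclosed values, limit read from the data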
# UHRF1 MBD2 ctr: blocks human UHRF1 binding to methylated DNA; Q96T88; UHRF1 binding to methylated oligo, TR-FRET; inhibition, % at 4.4 µM; 0.75% of 370,000 active; AID 687016; in the data active = inhibition above about 21%;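 note: UHRF1 SRA domain binding a hemimethylated CpG hairpin DNA probe; 0% = median of test compound wells and 100% = reference inhibitor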
# SIAE inh: blocks human sialic acid acetylesterase; inhibition, % at 9.66 µM; SIAE FP-Rh probe binding, fluorescence polarization; 0.69% of 370,000 active;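 active = inhibition above a cutoff: mean of compounds within the control limits plus 3 SD of those, cut at about 17% in these data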;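 note: 0% = plate median of compound wells and 100% = probe without SIAE protein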
# HTRA1 inh: HTRA1 (human) protease inhibition | Q92743 | inhibition, % at 5.96 µM | 0.5% of 340,000 active | recombinant HTRA1, FP-rhodamine activity-based probe, fluorescence polarization | AID 504803; in the data active = inhibition above about 36%;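 note: 0% = enzyme with DMSO and 100% = wells lacking enzyme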
# LEDGF integ inh: blocks HIV-1 LEDGF/p75-dependent DNA integration; TR-FRET IN-LEDGF/p75 DNA integration, Eu/Cy5; inhibition, % at 3.7 µM; 0.64% of 370,000 active;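 active = inhibition above the screen-wide mean plus 3 SD, cut at about 13% in these data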;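 note: signal is the Cy5 over europium emission ratio at 671 and 618 nm; 0% = plate median of compound wells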
# PG9 binder: small molecules binding HIV-1 gp120 antibody PG9 | 0.43% of 360,000 active | TR-FRET gp120-PG9 antibody binding | inhibition, % at 6.7 µM; in the data active = inhibition above about 8.5%
# TCR-CD3 inh: human TCR-CD3 binding inhibition; TAMRA-labeled TCR probe fluorescence, biochemical; inhibition, % at 9.4 µM; 0.37% of 360,000 active; AID 651800; in the data active = inhibition above about 19%;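 note: recombinant mutant TCR 2C K166C tagged with TAMRA read by polarization; 0% = receptor in buffer alone and 100% = receptor with positive control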
# TDP2 absorb: blocks human TDP2 phosphodiesterase activity. O95551. recombinant TDP2, T5PNP hydrolysis, p-nitrophenol absorbance 415 nm. inhibition, % at 12.8 µM. 0.34% of 370,000 active. AID 720702;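 active = inhibition above the mean of all tested compounds plus 3 SD, set per campaign, cut at about 25% in these data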;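 note: 0% = DMSO with enzyme and 100% = buffer with substrate but no TDP2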
#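 Assay system: Recombinant human TDP2 | Quantity: 120 nM TDP2 per well | Incubation: 2 h at 37 °C | Signal: Epi absorbance | Evaluation: Percent inhibition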
# mABHD4 FP: inhibitors of mouse ABHD4. purified mABHD4, FP-Rh probe fluorescence polarization. inhibition, % at 8.92 µM. 0.54% of 370,000 active;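 active = inhibition exceeding the mean over every tested compound plus 3 SD, cut at about 30% in these data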;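 note: 0% = plate median of compound wells and 100% = S159A mutant with DMSO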
# Target sequence (Q8VD66 whole entry, looked up): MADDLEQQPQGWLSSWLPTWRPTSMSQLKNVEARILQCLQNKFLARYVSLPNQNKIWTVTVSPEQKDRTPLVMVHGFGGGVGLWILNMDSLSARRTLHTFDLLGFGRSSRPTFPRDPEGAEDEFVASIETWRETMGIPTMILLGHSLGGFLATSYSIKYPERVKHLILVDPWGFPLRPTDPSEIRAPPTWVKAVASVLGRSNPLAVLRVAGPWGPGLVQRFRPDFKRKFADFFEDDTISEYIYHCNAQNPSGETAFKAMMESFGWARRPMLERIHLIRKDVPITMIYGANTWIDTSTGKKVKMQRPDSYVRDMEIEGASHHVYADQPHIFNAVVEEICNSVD
#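 assay system = mABHD4 protein | compound dosing = single nominal dose of 8.92 µM, 0.89% DMSO final | read-out basis = percent inhibition of probe binding, normalized to plate controls | schedule = Enzyme–compound pre-incubation 45 min, then probe 60 min, both 25 °C | detection = fluorescence polarization, excitation 525 nm, emission 598 nm, BODIPY TMR filters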
# DDE Tn7 FP inh: DD(E)-Tn7 binding inhibition, primary FP screen; 0.13% of 370,000 active; inhibition, % at 8.3 µM; AID 720508; P02675; FP displacement of FITC-Tn7 peptide from fibrin DD(E); 0% = median of compound wells per plate;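 active = inhibition above the mean of compounds falling within the control limits plus 3 SD of them, cut at about 14% in these data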;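 note: 0% = plate median of compound wells and 100% = 10 µM Aha-Tn7 peptide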
# Target sequence (P02675 whole entry, looked up): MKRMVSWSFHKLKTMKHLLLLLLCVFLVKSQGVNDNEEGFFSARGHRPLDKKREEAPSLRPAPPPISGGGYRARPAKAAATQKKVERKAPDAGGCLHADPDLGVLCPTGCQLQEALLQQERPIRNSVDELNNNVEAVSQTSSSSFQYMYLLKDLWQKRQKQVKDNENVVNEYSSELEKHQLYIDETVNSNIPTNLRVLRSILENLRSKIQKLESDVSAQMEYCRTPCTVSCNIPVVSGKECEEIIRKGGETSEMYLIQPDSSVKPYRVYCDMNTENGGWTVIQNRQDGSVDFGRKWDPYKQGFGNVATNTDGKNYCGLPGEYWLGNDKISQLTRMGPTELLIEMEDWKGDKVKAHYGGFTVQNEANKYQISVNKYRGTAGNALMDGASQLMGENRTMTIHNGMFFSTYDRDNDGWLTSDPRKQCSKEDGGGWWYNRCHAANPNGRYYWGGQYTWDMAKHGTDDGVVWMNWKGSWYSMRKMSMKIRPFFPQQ
#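 Also added: labelled Tn7 tracer, 0.1 µM; Assay system: human fibrin DD(E) protein; Amount: 2 µM fibrin DD(E); Schedule: 10 min compound pre-incubation, 3 h probe incubation at room temperature; Repeats: one replicate per compound; Read-out basis: percent inhibition; Measured by: fluorescence polarization of the labelled Tn7 tracer.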
# * marks the source's active call; other numbers are inactive results; / = not tested or not shown.
no.	structure	PRMT1 FP inh	UHRF1 MBD2 ctr	SIAE inh	HTRA1 inh	LEDGF integ inh
1	O=S(=O)(c1ccc(S(=O)(=O)N2CCC3(CC2)OCCO3)cc1)N1CCCC1	-1	0	-9	-3	1
2	COc1ccc(C(=O)n2cnc3ccccc32)cc1[N+](=O)[O-]	0	1	-4	3	2
3	Cc1ccc(NC(=O)CN(C)C(=O)c2ccc(NS(=O)(=O)c3cccc([N+](=O)[O-])c3)cc2)cc1	-6	2	-3	-3	4
4	COc1ccccc1C(=O)O/N=C(/c1ccncc1)c1ccc([N+](=O)[O-])cc1	1	-2	-1	27	1
5	COc1ccc(NC(=O)CSc2nc(SC)ns2)cc1	12	-2	6	-3	-5
6	COc1ccccc1NC(=O)c1cccc(S(=O)(=O)N2CCOCC2)c1	0	2	-2	3	-2
7	CN1C(C(=O)NCc2ccco2)CC2Cn3c(nc4cc5ccccc5cc43)C21 (configuration not stated)	2	0	0	-3	0
8	COc1ccc(C(C)(NC(C)=O)c2nc(-c3ccc(F)cc3OC)cs2)cc1 (configuration not stated)	-5	-2	-1	/	2
9	O=C(O)c1cc(-c2cccs2)nn1-c1cccc(Cl)c1	0	3	0	4	-1
10	CCCCNC(=O)C[C@H]1C[C@@]2(C(=O)OC)C(=C[C@H](COCc3ccccc3)O[C@@H]2C)N(Cc2ccc3c(c2)OCO3)C1=O	2	0	3	/	-2
11	CC(=O)N1CCN(c2ccc(Nc3ncnc4c3oc3ccccc34)cc2)CC1	-3	0	1	9	-1
12	C/C(=N/NC(=O)C1CC1(c1ccccc1)c1ccccc1)c1cccs1 (configuration not stated)	2	-4	6	-10	3
13	COc1ccc(CCNc2nc3ccccc3n3cnnc23)cc1OC	-3	15	2	5	0
14	CCN1C[C@@H]2[C@@H]3C(=O)N(Cc4ccccc4)C(=O)[C@@H]3[C@](Cc3ccccc3)(C1=O)N2C(=O)c1ccc(Cl)cc1	-2	-3	-1	-1	-1
15	COCCn1nnnc1SCC(=O)N1CCCCC1	10	-1	4	11	1

no.	PG9 binder	TCR-CD3 inh	TDP2 absorb	mABHD4 FP	DDE Tn7 FP inh
1	0.9	2	2	1	6
2	-2.0	0	-12	5	5
3	-1.5	-5	-4	-7	-4
4	-2.8	6	0	7	0
5	1.5	5	0	-4	7
6	-2.6	-1	6	-5	2
7	0.3	5	13	-3	-2
8	-0.3	3	4	-6	1
9	1.4	2	11	3	2
10	-1.2	0	3	-2	3
11	-5.9	2	5	6	8
12	0.2	5	11	-5	1
13	-0.2	6	4	0	-4
14	0.0	6	-2	1	-6
15	-0.3	-5	2	0	-2

# Seven of the entries above in order of their number in SIAE inh, highest first.
entry	SMILES	PRMT1 FP inh	UHRF1 MBD2 ctr	SIAE inh	HTRA1 inh	LEDGF integ inh	PG9 binder	TCR-CD3 inh	TDP2 absorb	DDE Tn7 FP inh
15	COCCn1nnnc1SCC(=O)N1CCCCC1	10	-1	4	11	1	-0.3	-5	2	-2
10	CCCCNC(=O)C[C@H]1C[C@@]2(C(=O)OC)C(=C[C@H](COCc3ccccc3)O[C@@H]2C)N(Cc2ccc3c(c2)OCO3)C1=O	2	0	3	/	-2	-1.2	0	3	3
9	O=C(O)c1cc(-c2cccs2)nn1-c1cccc(Cl)c1	0	3	0	4	-1	1.4	2	11	2
8	COc1ccc(C(C)(NC(C)=O)c2nc(-c3ccc(F)cc3OC)cs2)cc1 (configuration not stated)	-5	-2	-1	/	2	-0.3	3	4	1
6	COc1ccccc1NC(=O)c1cccc(S(=O)(=O)N2CCOCC2)c1	0	2	-2	3	-2	-2.6	-1	6	2
2	COc1ccc(C(=O)n2cnc3ccccc32)cc1[N+](=O)[O-]	0	1	-4	3	2	-2.0	0	-12	5
1	O=S(=O)(c1ccc(S(=O)(=O)N2CCC3(CC2)OCCO3)cc1)N1CCCC1	-1	0	-9	-3	1	0.9	2	2	6

# Continued:
no.	structure	PRMT1 FP inh	UHRF1 MBD2 ctr	SIAE inh	HTRA1 inh	LEDGF integ inh
16	CCOC(=O)c1cnc(SCc2cccc3ccccc23)nc1N	1	-2	-15	-13	6
17	Cc1nnc(NC(=O)c2ccc(N3CCCC3=O)cc2)s1	4	4	-1	1	-3
18	CCCCN(CC)CCNC(=S)Nc1ccc2nc(N3CCN(C)CC3)cc(C)c2c1	1	-1	5	-4	-5
19	O=C(Nc1ccc2[nH]ncc2c1)c1cccc(F)c1	2	1	-5	-10	-4
20	COc1ccc(-c2csc(NC(=S)NC(=O)c3ccc(S(=O)(=O)N(C)C)cc3)n2)cc1OC	2	2	-6	-4	-10
21	C=CCn1c(-c2ccc(N)cc2)nc2ccccc21	-4	-2	4	-3	-2
22	COc1ccc(S(=O)(=O)NNC(=O)C23CC4CC(CC(C4)C2)C3)cc1[N+](=O)[O-]	1	3	2	-3	-2
23	CN1C(=O)C(=O)/C(=C(/O)c2ccccc2)C1c1ccccc1 (configuration not stated)	2	-2	-3	-4	1
24	Cc1cn([C@H]2C[C@H](O)[C@@H](CNC=O)O2)c(=O)[nH]c1=O	4	19	5	2	7
25	Cc1cnc(C(=O)OCC(=O)c2ccc(F)cc2)cn1	1	1	0	1	-8
26	Cc1ccc(C2(c3ccccc3)NC(=O)N(CC(=O)NCc3ccccc3)C2=O)cc1C (configuration not stated)	-5	1	-2	-23	4
27	C#CCNC(=O)C[C@H]1C(=O)N(Cc2ccc(OC)cc2)C2=CCCC[C@@]21C(=O)OCC	-2	-1	-10	/	-3
28	CCN(CC(=O)Nc1ccc2c(c1)CCC2)Cc1nc2ccccc2c(=O)[nH]1	-1	-1	4	-15	0
29	CCCn1c(SCC(=O)NC2CCCCC2)nnc1-c1ccccn1	-2	1	4	4	1
30	COC(=O)c1sc(N)c(C(=O)OC)c1COC(=O)C1CC(=O)N(Cc2ccco2)C1 (configuration not stated)	8	7	-7	-15	3

no.	PG9 binder	TCR-CD3 inh	TDP2 absorb	mABHD4 FP	DDE Tn7 FP inh
16	2.1	3	4	-4	3
17	2.1	-1	-5	-8	-2
18	-2.0	-7	8	6	1
19	-1.3	-3	4	0	-1
20	-1.1	-2	-4	0	2
21	0.4	0	7	7	3
22	-1.1	-5	-2	2	2
23	-1.1	-2	-16	-7	-9
24	-0.8	-4	4	-1	7
25	0.8	-7	-12	7	-2
26	-0.4	-9	-11	-26	-9
27	/	/	-4	1	-7
28	-1.6	4	-1	-2	-6
29	0.6	7	2	3	6
30	-1.0	2	-1	0	7

# (further entries)
no.	structure	PRMT1 FP inh	UHRF1 MBD2 ctr	SIAE inh	HTRA1 inh	LEDGF integ inh
31	O=C(c1nn2c(C(F)(F)F)cc(-c3ccccc3)nc2c1Cl)N1CCOCC1	1	-2	-2	-2	-2
32	CCN1CCN(C(=O)c2cc3nc(-c4ccccc4)cc(C(F)(F)F)n3n2)CC1	0	3	-1	-4	0
33	O=C(CO/N=C/c1ccc(Cl)cc1Cl)NNC(=O)c1ccc(Cl)cc1Cl	-2	-3	1	4	-1
34	COCCn1c(=NC(=O)CSCC(=O)NC2CCCCC2)sc2cc(OC)ccc21	0	2	3	-4	0
35	COc1ccc(C2(NC(C)=O)CCN(C(=O)CCC(=O)O)CC2)cc1	0	-2	-1	3	1
36	COc1cccc(CNC(=O)C2Cc3ccccc3CN2C(C)=O)c1 (configuration not stated)	-2	-3	-6	-4	-4
37	COc1cccc(CNC(=O)CSC(=S)N2CCCC2)c1	5	0	-2	-6	3
38	COc1ccc(C(=O)c2ccc(N3CCN(C4CC(=O)NC4=O)CC3)cc2)cc1F (configuration not stated)	0	-2	-3	-5	-5
39	COc1ccccc1NC(=O)Cn1ccn(-c2cccc3ccccc23)c(=O)c1=O	2	2	-7	-7	-1
40	CCCC(C(=O)Nc1ccc2c(C)cc(=O)oc2c1)c1ccccc1 (configuration not stated)	-1	2	-10	-6	-1
41	CCN(CC)C(=O)Cn1cc(C(=O)C(=O)NCc2cccnc2)c2ccccc21	-1	0	-6	1	-1
42	CSc1nsc(SC)c1C(=O)NC(=O)Nc1cccnc1	2	-3	-2	6	0
43	O=C(CSc1nnc(COc2ccccc2)n1-c1ccc(Cl)cc1)Nc1ccc2c(c1)OCCO2	0	-1	-1	/	2
44	Cc1cccc(C(=O)OC(C)C(=O)Nc2ccc(S(=O)(=O)N3CCCC3)cc2)c1O (configuration not stated)	0	3	-36	-80	-6
45	Cc1nnc(SCC(=O)NC(C)(C)C)n1NCc1ccc(N(C)C)cc1	1	0	8	5	-6

no.	PG9 binder	TCR-CD3 inh	TDP2 absorb	mABHD4 FP	DDE Tn7 FP inh
31	-0.3	4	7	-1	-4
32	-0.3	-11	1	1	-2
33	-3.1	3	8	0	6
34	2.3	6	-7	1	-1
35	-1.5	-4	1	4	-2
36	0.1	2	-11	-1	1
37	-0.2	-3	-6	-2	-3
38	-1.7	9	-1	4	-3
39	0.8	0	-8	-12	4
40	-0.6	0	-6	0	-8
41	-1.7	2	-3	-8	-2
42	-0.2	5	0	-1	7
43	/	/	-2	-12	-1
44	1.9	-4	-7	-40	4
45	-1.5	-6	-1	2	0

# Further records follow:
no.	structure	PRMT1 FP inh	UHRF1 MBD2 ctr	SIAE inh	HTRA1 inh	LEDGF integ inh
46	O=C(Nc1ccccc1)C(Cc1ccccc1)c1ccccc1 (configuration not stated)	-6	-3	5	-20	2
47	COc1ccc(NC(=O)N2c3ccccc3CC2C)cc1OC (configuration not stated)	0	1	3	5	3
48	CC(C)(C)NC(=O)CN1C(=O)/C(=C/c2ccccc2)SC1=S	3	0	2	2	-3
49	O=C1CCCCC1C(Nc1ccc(Br)cc1)c1ccccc1 (configuration not stated)	0	-1	5	-15	-2
50	CCCS(=O)(=O)c1nc(S(=O)(=O)c2ccc(Cl)cc2)c(N2CCC(O)CC2)s1	1	-1	-2	-3	-3
51	Cc1c(C(=O)N(Cc2ccc(Cl)cc2)C2CCS(=O)(=O)C2)oc2ccccc12 (configuration not stated)	0	-3	-4	-20	-1
52	O=C(Nc1ccc2[nH]ccc2c1)c1cccs1	0	-1	10	-3	1
53	Cc1nn(-c2ccccn2)c(N)c1N=O	5	-13	-8	11	-1
54	Cc1cccc(OCCn2c(CCCO)nc3ccccc32)c1	-3	2	0	2	3
55	Cn1c(SCC(=O)Nc2ccccc2Oc2ccccc2)nnc1C1CC1	1	-2	-1	-1	-7

no.	PG9 binder	TCR-CD3 inh	TDP2 absorb	mABHD4 FP	DDE Tn7 FP inh
46	-4.5	2	-2	-13	-4
47	-1.8	-1	-9	-2	-8
48	-0.2	-8	4	-3	6
49	0.0	7	7	-4	1
50	-0.3	6	1	-2	0
51	3.0	-5	-2	-8	1
52	0.6	2	7	-1	-2
53	-10.0	-5	-14	-11	2
54	0.8	2	0	-4	5
55	-0.2	-5	-4	3	0

# Exported in transposed form: entries from further up
47	COc1ccc(NC(=O)N2c3ccccc3CC2C)cc1OC (configuration not stated)
48	CC(C)(C)NC(=O)CN1C(=O)/C(=C/c2ccccc2)SC1=S

screen / no.	47	48
PRMT1 FP inh	0	3
UHRF1 MBD2 ctr	1	0
SIAE inh	3	2
HTRA1 inh	5	2
LEDGF integ inh	3	-3
PG9 binder	-1.8	-0.2
TCR-CD3 inh	-1	-8
TDP2 absorb	-9	4
mABHD4 FP	-2	-3
DDE Tn7 FP inh	-8	6
